Assay outcomes: PubChem BioAssay, National Center for Advancing Translational Sciences (NCATS)
GAA spleen mod: qHTS Assay for Inhibitors and Activators of Human alpha-Glucosidase From Spleen Homogenate. Lysosomal alpha-glucosidase (Homo sapiens), P10253. human spleen homogenate, 4-MU-alpha-glucoside fluorescence. Potency, µM (top dose mostly 79.9 µM), without a hit: top-dose activity change, negative = inhibition, most hits filed as inhibitors. 0.006% of 240,000 active;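 also: 0% = enzyme with vehicle and -100% = no enzyme basal signal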
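Enzyme source: human spleen homogenate, 1 ug/well. Buffer 50 mM citric acid/K phosphate pH 5.0, 0.01% Tween-20. 4-MU-alpha-glucoside 1 mM; 37 C x 40 min; NaOH/glycine stop; fluorescence.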
GLA spleen mod: qHTS Assay for Inhibitors and Activators of Human alpha-Galactosidase From Spleen Homogenate | Alpha-galactosidase A (Homo sapiens), P06280 | 0.008% of 240,000 active | AID 2107, 2009 | Potency, µM (series often up to 80 µM), for inactives: at the top dose activity change, negative = inhibition, most hits filed as inhibitors | human spleen homogenate, 4MU-alpha-Gal fluorescence, 40 min;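 also: 0% = enzyme with vehicle and -100% = no enzyme basal signal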
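Inhibition or activation of alpha-galactosidase in human spleen homogenate is scored by 4-MU fluorescence after 40 min at 37C, pH 5.0, with 1 mM substrate. AC50s come from concentration-response fitted to the Hill equation.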
NPSR antag: qHTS Assay for Antagonists of the Neuropeptide S Receptor: cAMP Signal Transduction; Q6W5P4; CHO-NPSR cells, cAMP TR-FRET, antagonist mode; Potency, µM (highest dose often 38.3 µM), for inactives: at the top dose activity change, negative = inhibition, most hits filed as inhibitors; 1% of 220,000 active; also: % is scaled to controls: 0 for no effect and ±100 for the full control effect; nearly all actives have a fitted effect of over 50% in size; many of its hits are not listed in these tables
Target sequence (Q6W5P4 whole entry, looked up): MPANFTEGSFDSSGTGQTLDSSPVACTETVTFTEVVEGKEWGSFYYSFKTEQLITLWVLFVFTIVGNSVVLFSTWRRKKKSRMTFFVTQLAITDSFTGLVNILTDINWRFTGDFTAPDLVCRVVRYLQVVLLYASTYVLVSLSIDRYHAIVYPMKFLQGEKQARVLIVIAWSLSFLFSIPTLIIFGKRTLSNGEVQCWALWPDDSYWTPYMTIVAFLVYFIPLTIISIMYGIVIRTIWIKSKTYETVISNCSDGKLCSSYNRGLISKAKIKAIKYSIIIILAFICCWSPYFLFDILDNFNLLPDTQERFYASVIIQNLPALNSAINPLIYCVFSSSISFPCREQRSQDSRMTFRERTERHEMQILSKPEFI
Tau fluor cs: Counterscreen qHTS for Inhibitors of Tau Fibril Formation, Fluorescence Polarization. tau K18 P301L (four-repeat tau fragment) Alexa594 fluorescence, heparin fibrillization. Potency, µM (highest dose often 57.7 µM), inactives show at the top dose activity change, negative = decrease. 0.93% of 280,000 active; also: % is scaled to controls: 0 for no effect and ±100 for the full control effect; nearly all actives have a fitted effect of over 55% in size
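Human K18 P301L tau (15 uM unlabeled plus 0.24 uM Alexa 594-labeled, final) in 100 mM sodium acetate pH 7 was mixed with compound and 20 uM heparin and incubated 6 hr at 37 C.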
ALDH1A1 inh: qHTS Assay for Inhibitors of Aldehyde Dehydrogenase 1 (ALDH1A1) | Aldehyde dehydrogenase 1A1 (Homo sapiens), P00352 | Purified ALDH1A1, NADH fluorescence, propionaldehyde substrate | 7.3% of 220,000 active | Potency, µM (highest dose often 75.3 µM), for inactives: top-dose activity, negative = inhibition, usual class: inhibitors; active = well fitted inhibition curve with a large enough effect, not every such curve was filed as active; inconclusive = small, poorly fitted or top-dose-only effect, or another doubt; inactive = no such curve, though single readings can be large or run the other way;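 also: plate controls were no enzyme wells and a reference inhibitor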
Target sequence (P00352 whole entry, looked up): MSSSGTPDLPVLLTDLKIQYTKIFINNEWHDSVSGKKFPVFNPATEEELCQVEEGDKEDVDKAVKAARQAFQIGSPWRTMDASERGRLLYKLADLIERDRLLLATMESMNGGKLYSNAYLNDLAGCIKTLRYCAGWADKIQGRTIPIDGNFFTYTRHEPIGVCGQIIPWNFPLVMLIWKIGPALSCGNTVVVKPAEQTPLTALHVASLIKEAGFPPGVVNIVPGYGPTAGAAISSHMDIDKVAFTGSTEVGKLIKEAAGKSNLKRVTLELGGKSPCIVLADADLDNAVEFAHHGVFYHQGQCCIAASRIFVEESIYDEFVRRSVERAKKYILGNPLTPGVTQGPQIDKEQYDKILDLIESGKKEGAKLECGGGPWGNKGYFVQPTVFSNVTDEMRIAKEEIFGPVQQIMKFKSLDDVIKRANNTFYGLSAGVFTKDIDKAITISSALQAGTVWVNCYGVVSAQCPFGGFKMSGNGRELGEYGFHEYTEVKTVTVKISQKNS
GAA inhib: qHTS Assay for Inhibitors of Human alpha-Glucosidase as a Potential Chaperone Treatment of Pompe Disease | Lysosomal alpha-glucosidase (Homo sapiens), P10253 | purified human GAA, 4-MU-alpha-glucoside fluorescence | Potency, µM (titrated, usually from 76.9 µM), for inactives: at the top dose activity change, negative = inhibition, usual class: inhibitors | 0.005% of 200,000 active;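 also: plate controls were uninhibited enzyme wells for no effect and no-enzyme background for full effect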
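Enzyme (4 nM final) mixed with compound (up to 77 uM), then 4-MU-alpha-D-pyranoside (400 uM final) added; 20 min at room temperature, pH 5.0. Reaction stopped at pH 10, fluorescence read, AC50 derived by Hill fit.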
GAA glycogen: qHTS Assay for Inhibitors and Activators of Human alpha-Glucosidase Cleavage of Glycogen; Potency, µM (series often up to 76.4 µM), for inactives: top-dose activity change, negative = inhibition, actives largely listed as inhibitors; Lysosomal alpha-glucosidase (Homo sapiens), P10253; AID 2100, 2009; recombinant GAA, glycogen substrate, Amplex Red glucose oxidase fluorescence; 0.38% of 300,000 active;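 also: 0% = full enzyme reaction and -100% = no-enzyme basal signal; the screen sought inhibitors and activators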
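Natural-substrate format: glycogen cleavage by 4 nM human enzyme, glucose read by Amplex Red coupling (Ex 573, Em 610 nm). Normalized to enzyme and no-enzyme controls.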
Epigenetic derep: Quantitative High-Throughput Screen for Regulators of Epigenetic Control; murine LDR cells, GFP reporter derepression, 30 h; Potency, µM (titrated, usually from 53.9 µM), for the others: at the highest dose GFP activation, hits mostly activators; 0.2% of 280,000 active; also: % of control where 0% means no effect; nearly all actives have a fitted effect of over 60% in size
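In this reporter-derepression format, murine cells bearing a silenced integrated CMV-GFP locus incubate with test compound (30 h, 37 C), then are washed and imaged; fluorescent objects of 20–120 um count as induced cells.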
Starred values were filed as active, the others as inactive; ? = inconclusive; . = not tested or not shown; & = joins results of further samples; [ ] = remark or other dose. Unless noted, calls follow the shape of the dose curve; as a rule, active = well fitted curve in the direction sought with a large enough effect; inconclusive = small, poorly fitted or top-dose-only effect, or another doubt; inactive = no such curve, though single readings can be large; an effect the other way counts as inactive or inconclusive. Potency is read from the fitted curve at half-maximal effect. This is a subset, so the mix of outcomes need not match the whole.

Molecule	GAA spleen mod	GLA spleen mod	NPSR antag	Tau fluor cs	ALDH1A1 inh	GAA inhib	GAA glycogen	Epigenetic derep
O=C1C(=O)N(CC(=O)N2CCCC2)c2ccccc21	-1.4%	-1.7%	16.7%	-5.8%	3.55µM*	-0.2%	23.4%	-0.4%
Cc1ccc(-c2sc(C)nc2CC(=O)O)cc1	-3.1%	12.5%	-3.8%[46.1 µM]	-8.3%	-0.9%	-9.6%	4.8%	2.7%
CC(OC(=O)c1cccnc1SCc1cc(=O)n2ccccc2n1)c1ccccn1 (stereo unspecified)	-2.6%	-0.1%	-16.4%[46.1 µM]	-18.0%	?	-7.2%	11.8%	11.2%
COc1cccc(/C=C/C(=O)c2ccc(C)c([N+](=O)[O-])c2)c1	-5.1%	-0.4%	-13.3%	7.1%	7.08µM*	5.2%	-2.4%	-1.1%
Cc1onc(-c2c(F)cccc2Cl)c1C(=O)c1ccccc1	6.8%	11.1%	35.8%	-29.9%	-6.0%	-2.9%	-0.2%	1.1%
CCC(=O)NCCc1cc2cc(C)c(C)cc2[nH]c1=O	5.9%	-10.1%	0.9%[46.1 µM]	1.3%	?	-12.5%	8.1%	-0.6%
FC(F)(F)Oc1ccc(Nc2nc3ccccc3o2)cc1	5.6%	-3.3%	15.2%[46.1 µM]	?	-3.0%	-0.2%	-9.7%	-2.6%
CCc1cc(SC#N)cc(C)c1NC(=O)CCl	-1.7%	-0.7%	26.1%	4.6%	-4.0%	-1.1%	8.8%	-1.8%
O=C(NNC(=S)NCc1ccccc1)c1cccc([N+](=O)[O-])c1	2.0%	-0.3%	-4.2%	-10.2%	9.1%	?	-23.9%	-3.5%
Cc1ccc(C(=O)N/C(=C\c2ccc(-c3cccc([N+](=O)[O-])c3)o2)C(=O)NC(C)(C)C)cc1	-0.1%	-1.5%	1.9%[46.1 µM]	-16.0%	-6.2%	-3.6%	-2.4%	0.0%
OCCC1CN(Cc2cnc(-c3ccccc3)s2)CCN1C1CCCCC1 (stereo unspecified)	-0.4%	-1.9%	-22.5%	-5.8%	-5.0%	-3.3%	-9.6%	8.1%
Cc1ccccc1NC(=O)N1CCN(C(=O)c2ccco2)CC1	-3.9%	-6.8%	17.6%	1.8%	6.9%	-4.0%	-5.8%	-1.6%

Later entries:
Molecule	GAA spleen mod	GLA spleen mod	NPSR antag	Tau fluor cs	ALDH1A1 inh	GAA inhib	GAA glycogen	Epigenetic derep
CCCC(=O)Nc1ccccc1NC(=O)c1ccc(OC)cc1	5.4%	0.1%	-2.9%	0.6%	?	4.5%	14.5%	-0.6%[10.1 µM]
O=C(N/N=C/c1cc(Br)cc(Br)c1O)c1cccc(N2CCCC2=O)c1	0.0%	1.0%	27.5%	?	-1.2%	-5.1%	-9.7%	0.1%
O=C1CC(c2ccc(F)cc2)c2cc3c(cc2N1)CCC3 (stereo unspecified)	-1.8%	-2.0%	-28.7%	-9.7%	1.4%	3.9%	5.8%	-1.0%
CC(C)Sc1ncnc2c1oc1ccccc12	-1.9%	2.5%	-19.3%[46.1 µM]	-7.5%	?	-4.3%	4.2%	0.2%
CC(=O)c1c(C)nc(Nc2nc(C)c3cc(C)ccc3n2)nc1C	7.5%	-14.6%	19.6%	-12.1%	?	-2.2%	9.8%	-0.1%
O=C(COc1ccc(Br)cc1)N1CCN(S(=O)(=O)/C=C/c2ccccc2)CC1	-0.9%	6.7%	9.2%	-19.1%	?	-0.5%	-2.6%	-1.0%
CC(CCn1cccn1)NC(=O)CCc1nnc(C2CCCCC2)o1 (stereo unspecified)	-3.0%	-2.6%	-13.4%	-11.8%	5.1%	?	4.8%	2.1%
Cc1cc(Cl)c(S(=O)(=O)N2CCN(c3cccc(C)c3C)CC2)cc1OCC(N)=O	-1.4%	8.9%	?	-23.7%	1.5%	-3.8%	0.9%	-3.1%
Cc1nccc2[nH]c(=O)c(C(=O)NCCCN(C)C3CCCCC3)cc12	-2.0%	14.9%	-1.8%[46.1 µM]	1.9%	8.6%	-1.7%	0.3%	0.0%
COc1cccc(/C=N/NC(=O)C(=O)NCc2ccco2)c1OC	-20.7%	9.0%	19.2%	-11.2%	-4.8%	0.4%	-2.3%	0.0%
CCSc1nnc(NC(=O)COc2cccc3ccccc23)s1	1.1%	3.4%	-10.6%[46.1 µM]	-6.4%	-1.6%	-7.4%	1.4%	0.1%
Cc1ccsc1C(=O)NCCC(c1ccccc1)c1ccccc1	-4.0%	-1.8%	-16.7%[46.1 µM]	-12.4%	-5.2%	-2.7%	-2.5%	2.3%

3 of the entries above in order of the GAA spleen mod value, lowest first.
SMILES	GAA spleen mod	GLA spleen mod	NPSR antag	ALDH1A1 inh	GAA inhib	Epigenetic derep
COc1cccc(/C=N/NC(=O)C(=O)NCc2ccco2)c1OC	-20.7%	9.0%	19.2%	-4.8%	0.4%	0.0%
CCCC(=O)Nc1ccccc1NC(=O)c1ccc(OC)cc1	5.4%	0.1%	-2.9%	?	4.5%	-0.6%[10.1 µM]
CC(=O)c1c(C)nc(Nc2nc(C)c3cc(C)ccc3n2)nc1C	7.5%	-14.6%	19.6%	?	-2.2%	-0.1%

(list continues)
Molecule	GAA spleen mod	GLA spleen mod	NPSR antag	Tau fluor cs	ALDH1A1 inh	GAA inhib	GAA glycogen	Epigenetic derep
COC(=O)CCCNc1ncccc1[N+](=O)[O-]	-2.5%	-4.2%	-6.4%	2.7%	-1.0%	-3.3%	4.6%	8.9%
O=C(NC1CCCCC1)c1ccc(COCC(F)(F)F)o1	-3.1%	-2.4%	-0.8%[46.1 µM]	1.3%	2.9%	3.0%	-0.3%	-0.1%
S=C(c1ccc(-c2ccccc2)o1)N1CCCCC1	-2.7%	-0.3%	-13.9%	-28.3%	3.55µM*	-3.7%	18.4%	-1.3%
Cc1nc2c(S(=O)(=O)c3ccccc3)cnn2c(C)c1C	4.5%	6.0%	-3.4%	4.5%	?	-3.6%	-4.3%	-1.4%
CCC(C)C1NC(=S)N(C2CCCCC2)C1=O (stereo unspecified)	-14.6%	0.2%	-13.4%[46.1 µM]	-4.0%	?	-5.8%	-10.6%	-0.9%
CC(=O)c1cn(-c2ccc(Cl)cc2)c(=O)n(Cc2ccc(F)cc2)c1=O	-10.6%	-10.3%	-10.2%	-13.0%	8.3%	8.0%	22.9%	2.0%
CCOC(=O)c1cc(-c2ccccc2)n(CC(=O)Nc2cc(OC)cc(OC)c2)c1C	0.6%	?	-20.7%	-23.2%	?	-9.1%	-8.2%	2.7%
CN(C)C(=O)NC(Nc1ccc(Cl)cc1Cl)C(Cl)(Cl)Cl (stereo unspecified)	2.2%	-2.5%	-13.5%[46.1 µM]	-12.9%	-2.9%	-5.1%	-5.9%	0.0%
Cc1ccc(N2CC(=O)N(NC(=O)c3sc4nc(C)cc(C)c4c3N)CC2=O)cc1	17.9%	7.7%	-6.5%	-0.2%	.	.	1.8%	0.0%
O=C(CSc1nc(-c2ccco2)cc(C(F)(F)F)n1)NCCN1CCOCC1	-3.4%	-0.7%	-10.7%	-16.9%	4.6%	-8.9%	6.6%	-6.2%
C=CCSc1nc2c(c(=N)n1CC=C)C1CCCC1S2 (stereo unspecified)	-2.2%	4.2%	-14.5%[46.1 µM]	-2.5%	?	-0.3%	-1.0%	-2.3%
Nc1ncnc2c1ncn2[C@@H]1O[C@H](CO)C[C@@H]1O	7.6%&0.3%	6.4%&7.9%	11.2%	-15.2%&-7.8%	3.5%	-2.6%[15.4 µM]	-8.7%	4.8%&0.0%

Next part:
Molecule	GAA spleen mod	GLA spleen mod	NPSR antag	Tau fluor cs	ALDH1A1 inh	GAA inhib	GAA glycogen	Epigenetic derep
N#C/C(=C\C=C\c1ccccc1)C(=O)Nc1ccccc1	-3.3%	-2.7%	-10.4%	-5.6%	7.4%	-0.4%	-7.8%	-1.0%
CC1(C)CC(=O)C(C(c2ccccc2F)C2C(=O)CC(C)(C)CC2=O)C(=O)C1	-8.8%	-3.6%	-8.8%[46.1 µM]	-12.1%	?	-8.9%	-4.9%	0.9%
N=c1n(CCN2CCCC2)c2ccccc2n1CC(O)c1ccc(Cl)c(Cl)c1 (stereo unspecified)	-0.7%	-0.5%	?	-12.4%	8.0%	4.7%	-9.0%	4.7%
Cc1cc(C)nc(NC(=O)c2ccc([N+](=O)[O-])o2)n1	8.9%	?	19.4%	-1.0%	-1.1%	?	6.3%	1.1%
O=C(Nc1ccc(F)cc1)N(Cc1nnc2n1CCCCC2)c1ccccc1	3.7%	4.3%	12.0%[7.67 µM]	-9.7%	2.6%	-4.9%	-5.5%	2.5%
COCCNC(=O)CN1CCN(C(c2ccccc2)c2ccccc2)CC1	0.2%	-2.2%	-0.8%[46.1 µM]	-0.2%	?	-2.1%	6.0%	0.9%
CCOC(=O)/C(C#N)=C/c1cc(C)n(-c2ccc(C)cc2)c1C	-5.7%	3.8%	?	-20.0%	11.2µM*	?	0.7%	-3.1%
O=C(NCc1ccc(Cl)cc1)C(=O)c1c[nH]c2ccccc12	-22.7%	8.3%	-33.1%	-8.1%	-0.8%	-6.7%	-3.3%	-0.1%
COc1nc(N)nc(CC(=O)C2CC2)n1	3.9%	0.3%	-1.0%[46.1 µM]	0.5%	2.2%	-12.9%	7.1%	-1.1%
CC(=O)N1CCc2cc(Br)cc(S(=O)(=O)N3CCCCCC3)c21	-2.3%	-6.5%	?	-10.5%	-13.2%	0.5%	-18.5%	-1.1%
CCOc1cc(C2C(C(=O)OC)=C(C)N=C3SC(C)C(=O)N32)ccc1OC(C)=O (stereo unspecified)	-8.1%	-3.0%	-14.6%[46.1 µM]	-13.9%	6.8%	5.4%	-2.1%	0.0%
COc1nc(OC)nc(N2CCC(C(=O)Nc3cccc4c3CCCC4)CC2)n1	-4.5%	-2.5%	3.8%[46.1 µM]	-10.5%	6.3%	5.4%	-1.3%	-0.9%
Cc1ccc(Sc2ccc(N)cn2)cc1	1.6%	-7.2%	-19.3%	-3.4%	0.2%	-0.7%[15.4 µM]	6.9%	0.5%
